# Rab9 prom act – Rab9 promoter activation | AID 485297 | Huh7 Rab9 promoter-luciferase reporter, luminescence, 24 h | Potency, µM (series often up to 9.22 µM), for the others: at the top dose activation, negative = inhibition, most hits filed as activators | hit rate 2.8% among 320,000; also: potency is read from the fitted curve at half-maximal effect; % of control where 0% means no effect; nearly all actives have a fitted effect of over 60% in size
#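 Steps: seed 1500 Huh7 Rab9-luc cells per well, rest 2 h at 37 °C; add compound in DMSO; incubate 24 h; add luciferase reagent, 10 min ambient; read luminescence.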
# RORgamma inh – inhibitors of mouse ROR gamma transcriptional activity | hit rate 5.4% among 310,000 | P51450 | Potency, µM (titrated, usually from 53.6 µM), for inactives: top-dose activity change, negative = inhibition, most hits filed as inhibitors | Drosophila S2 Gal4-RORgamma UAS-luciferase reporter, 20 h | AID 2551; also: potency is read from the fitted curve at half-maximal effect; % is scaled to controls: 0 for no effect and ±100 for the full control effect; nearly all actives have a fitted effect of over 60% in size
# Target sequence (P51450 whole entry, looked up, the tested form may be a part): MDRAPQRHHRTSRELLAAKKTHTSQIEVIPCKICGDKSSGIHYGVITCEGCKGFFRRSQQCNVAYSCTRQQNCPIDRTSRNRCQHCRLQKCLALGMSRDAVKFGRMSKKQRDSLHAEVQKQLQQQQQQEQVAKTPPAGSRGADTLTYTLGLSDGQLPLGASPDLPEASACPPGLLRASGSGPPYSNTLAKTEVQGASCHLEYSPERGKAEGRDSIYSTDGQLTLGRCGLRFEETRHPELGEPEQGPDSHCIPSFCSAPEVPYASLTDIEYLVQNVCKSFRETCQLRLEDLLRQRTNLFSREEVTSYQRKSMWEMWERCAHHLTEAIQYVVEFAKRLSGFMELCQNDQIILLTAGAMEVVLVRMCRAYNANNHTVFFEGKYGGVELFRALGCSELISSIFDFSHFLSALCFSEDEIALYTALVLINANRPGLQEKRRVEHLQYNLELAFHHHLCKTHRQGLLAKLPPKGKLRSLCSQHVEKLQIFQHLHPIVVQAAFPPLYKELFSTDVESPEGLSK
#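 Stable Schneider cell line, Gal4 DNA-binding domain fused to ROR gamma, UAS-luciferase. Cmpd 1 hr RT → CuSO4 700 uM final → 20 hr RT → luciferase reagent 10 min → luminescence.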
# Giardia killer – kills Giardia lamblia | Giardia lamblia trophozoite viability | activity change, % at 7.66 µM, hits read low | hit rate 0.15% among 340,000; in the data active = activity change below about -80%; inconclusive = between about -30% and that limit;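 also: parasites exposed to compound for two days anaerobically before the ATP read; % is scaled to controls: 0 for no effect and ±100 for the full control effect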
#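 Luminescence from cellular ATP indicates surviving trophozoites (100 cells/well) following 48 hrs anaerobic compound treatment at 37 deg C; signal develops 15-30 min at room temperature.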
# PKM2 act – increases activity of human pyruvate kinase M2 | P14618 | purified PKM2, Kinase-Glo ATP luminescence, activation; response scale: 0% is enzyme alone, no compound | Potency, µM (top dose mostly 57.5 µM), for inactives: at the top dose activation, actives largely listed as activators | hit rate 0.34% among 260,000; also: potency is read from the fitted curve at half-maximal effect; % is scaled to controls: 0 for no effect and ±100 for the full control effect; nearly all actives have a fitted effect of over 55% in size
#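 hPK-M2, >95% pure; 0.1 mM ADP / 0.5 mM PEP final; imidazole pH7.2 buffer w/ 7 mM MgCl2, 50 mM KCl; 1 h RT; Kinase-Glo lum. Intermediate enzyme activity for dual inhibitor/activator qHTS.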
# BRCA1 expr up – BRCA1 expression activation; MCF7-BRCA1-FFLuc reporter, luminescence, 48 h; response scale: scaled: vehicle 0%, 10 µM genistein 100%; Potency, µM (highest dose often 46.1 µM), inactives show top-dose activation, most hits filed as activators; hit rate 1.1% among 380,000; also: potency is read from the fitted curve at half-maximal effect; nearly all actives have a fitted effect of over 80% in size; some results filed as inactive show a strong effect at the top dose
#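 MCF7 cells carrying a BRCA1-firefly luciferase reporter (2000 cells/well, phenol-red free MEM) were attached for 2 h at 37 °C, then given compounds for 48 h. Luminescence was read 15 min after luciferase reagent; activity normalized to genistein (10 microM) and DMSO.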
# FLuc modulator – counter-screen for miR-21 project: firefly luciferase inhibitors or activators; P08659; purified FLuc, Km substrates, luminescence inhibition; Potency, µM (doses to about 57.5 µM), without a hit: at the top dose activity change, negative = inhibition, usual class: inhibitors; hit rate 6.9% among 360,000; AID 588342;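 also: potency is read from the fitted curve at half-maximal effect; plate controls were vehicle for no effect and reference inhibitor for full effect; nearly all actives have a fitted effect of over 55% in size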
# Target sequence (P08659 whole entry, looked up): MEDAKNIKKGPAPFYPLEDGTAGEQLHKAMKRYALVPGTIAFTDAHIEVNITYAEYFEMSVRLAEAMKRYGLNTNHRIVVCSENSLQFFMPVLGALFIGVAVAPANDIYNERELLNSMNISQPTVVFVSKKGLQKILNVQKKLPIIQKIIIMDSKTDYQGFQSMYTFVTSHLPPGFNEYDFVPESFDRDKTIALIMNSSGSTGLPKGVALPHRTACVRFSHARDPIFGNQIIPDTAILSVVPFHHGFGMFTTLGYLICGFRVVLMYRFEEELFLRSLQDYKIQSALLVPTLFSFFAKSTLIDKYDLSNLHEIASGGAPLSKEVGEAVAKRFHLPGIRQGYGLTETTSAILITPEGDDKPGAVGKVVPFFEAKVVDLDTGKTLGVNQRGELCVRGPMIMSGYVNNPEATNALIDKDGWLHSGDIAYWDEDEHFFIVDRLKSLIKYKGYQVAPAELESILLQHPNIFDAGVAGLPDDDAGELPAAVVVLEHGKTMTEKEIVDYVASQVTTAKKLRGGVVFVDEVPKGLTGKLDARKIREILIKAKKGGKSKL
#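 Purified P. pyralis luciferase, 10 nM final, with Km-level 10 uM D-luciferin and 10 uM ATP in 50 mM Tris acetate pH 7.5, 10 mM Mg acetate, 0.01% Tween-20, 0.05% BSA; 6-point qHTS titration about 60 µM downward; luminescence read.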
# VP16 counter – Gal4-VP16 reporter inhibition counter-screen; Drosophila S2 Gal4-VP16 UAS-luciferase, luminescence, 20 h; hit rate 3.5% among 310,000; AID 2546; Potency, µM (titrated, usually from 53.6 µM), without a hit: at the top dose activity, negative = inhibition, hits mostly inhibitors;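 also: Gal4-VP16 expression switched on by copper sulfate through the metallothionein promoter; potency is read from the fitted curve at half-maximal effect; % is scaled to controls: 0 for no effect and ±100 for the full control effect; nearly all actives have a fitted effect of over 50% in size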
# Menin-MLL TR inh – displaces Texas Red mutant MLL peptide from human menin; Menin + Texas Red MLL mutant peptide, fluorescence polarization; Potency, µM (top dose mostly 61.6 µM), for the others: top-dose FP activity change, negative = inhibition, actives largely listed as inhibitors; AID 1768; hit rate 0.23% among 270,000; active = well fitted inhibition curve with a large enough effect in the polarisation, with a control signal flat, not every such curve was filed as active; inconclusive = small, poorly fitted or top-dose-only effect, or effect the other way, or a change in a side signal; inactive = no such curve, though single readings can be large or run the other way; the % refers to the polarisation; also: potency is read from the fitted curve at half-maximal effect; % of control where 0% means no effect; many of its hits are not listed in these tables
# NPC1 prom act – NPC1 promoter activation | Huh7 NPC1 promoter luciferase reporter, 24 h | Potency, µM (top dose mostly 9.22 µM), for the others: at the highest dose activation, usual class: activators | hit rate 2.4% among 320,000 | AID 485313;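 also: potency is read from the fitted curve at half-maximal effect; % of control where 0% means no effect; nearly all actives have a fitted effect of over 60% in size; reporter is driven by a mutant NPC1 promoter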
#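 Stably transfected Huh7 (NPC1 promoter→luciferase), 1500 cells/well in Opti-MEM + 10% FBS, 2 h settle, then compound 24 h at 37 °C. Luminescence after 10 min with Amplite reagent.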
# ELG1 genotoxic – induces genotoxicity in HEK293T cells with luciferase-tagged ELG1 | HEK293T ELG1-luciferase reporter, luminescence, 16 h | Potency, µM (titrated, usually from 46 µM), without a hit: top-dose activity change, positive = activation, hits mostly activators | hit rate 1.3% among 330,000; also: potency is read from the fitted curve at half-maximal effect; % of control where 0% means no effect; nearly all actives have a fitted effect of over 60% in size
#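 Reporter readout depends on ELG1 protein level, which increases with genetic stress. After 16 hr compound exposure at 37 °C, luciferase activity was quantified using ONE-Glo.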
# p53 reactivator – mutant p53 re-activation in reporter cells | AID 504706 | hit rate 0.063% among 320,000 | Potency, µM (doses to about 92.2 µM), for the others: at the top dose activity change, positive = activation, usual class: activators | H1299 p53-A138V BP100-luciferase reporter, luminescence, 24 h; also: potency is read from the fitted curve at half-maximal effect; % of control where 0% means no effect; nearly all actives have a fitted effect of over 45% in size
#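 H1299 (p53-null), stable ts p53-A138V + BP100-Luc; 1000 cells/well, Opti-MEM/10% FBS; cpd 4 pt, 1:5; 24 h, 37 deg C, 5% CO2; detection reagent 10 min RT; luminescence.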
# An asterisk follows results filed as active; ? = inconclusive; nt = no result given; [ ] = remark or other dose. Unless noted, calls follow the shape of the dose curve; as a rule, active = well fitted curve in the direction sought with a large enough effect; inconclusive = small, poorly fitted or top-dose-only effect, or another doubt; inactive = no such curve, though single readings can be large; an effect the other way counts as inactive or inconclusive. These rows are one share of the data; the hit share may differ from the screen's.
# Value order: Rab9 prom act | RORgamma inh | Giardia killer | PKM2 act | BRCA1 expr up | FLuc modulator | VP16 counter | Menin-MLL TR inh | NPC1 prom act | ELG1 genotoxic | p53 reactivator
- CCOC(=O)N1CCN(S(=O)(=O)N2CCCC(C(=O)NCCCN3CCCCC3CC)C2)CC1 (configuration not stated)
    3% | -18% | 9 | nt | 3% | 1% | 0% | nt | 6% | 0% | 5%
- CCCCn1c(SCC(=O)N2CCCC2)nnc1-c1ccccc1
    3% | 10% | -5 | 7% | 0% | 0% | 0% | -2% | 1% | 5% | -3%
- N#CC1=C(N)Oc2c(oc(CO)cc2=O)C1c1ccsc1 (configuration not stated)
    -3%[1.84 µM] | -10% | 3 | -6% | 3% | 0% | -6% | 6% | 3% | -3% | 1%
- O=C1c2cccnc2C(Nc2ccc(S(=O)(=O)N3CCCCCC3)cc2)N1Cc1ccccc1 (configuration not stated)
    -1% | -21% | -15 | 0% | -17% | -6% | -8% | 3% | -1% | -1% | -6%
- CC1(C)CC(NC(=O)C(C)(C)Oc2ccc(Cl)cc2)CC(C)(C)N1
    -6% | 4% | -12 | nt | 1% | 1% | -2% | 24% | -6% | -3% | -4%
- COc1ccc(C(=O)O)cc1S(=O)(=O)Nc1ccccc1-c1ccccc1
    -1% | -3% | 7 | -12% | 4% | 2% | -26% | -14% | 1% | 0% | -4%
- Oc1cccc(Nc2c3ccccc3nc3ccccc23)c1
    6%[1.84 µM] | -3% | -2 | nt | -26% | -4% | -22% | 32µM* | -4% | 0% | -3%
- O=C1COc2ccc(C(=O)CSc3ccc(Br)cc3)cc2N1
    8% | nt | -15 | nt | -7% | -18% | nt | nt | 4% | -4% | 9%
- Cc1cc(C)cc(N=Cc2ccc([N+](=O)[O-])s2)c1
    -4% | ? | -14 | -1% | -84% | 0% | 18µM* | ? | -6% | ? | -39%[inhibitor]
- CC(C)CC(=O)Nc1nnc(SCC(=O)Nc2ccc3c(c2)OCO3)s1
    -4% | -10% | -6 | -8% | -17% | -1% | -13% | -13% | 0% | 0% | 6%
- COc1ccc(NC(=O)c2cnn(-c3ccccc3)c2C)c(OC)c1
    6% | 32% | ? | 1% | 8% | ? | -16% | -14% | -5% | 4% | -11%
- Cc1ccccc1-c1nnc(SCC(=O)N2CCCC2)o1
    ? | 1% | -9 | -1% | ? | 17µM* | ? | -3% | ? | ? | ?
- Cc1ccc2c(c1)/C(=N/N1C(=O)c3ccccc3C1=O)C(=O)N2
    0% | -23% | 5 | 0% | -29% | 3% | -5% | -5% | -1% | 0% | 3%
- O=C(COC(=O)c1ccc(S(=O)(=O)N2CCCCC2)cc1)NCc1ccco1
    6% | -11% | -4 | -1% | 0% | 5% | 3% | ? | -5% | 0% | 2%
- CN(C)CCC(=O)c1ccc(Cl)cc1
    -2% | 1% | -7 | 2% | -47% | -4% | ? | 2% | -1% | -3% | -63%[inhibitor]
- CSc1nc(N2CCOCC2)c2sccc2n1
    -3%[1.84 µM] | -19% | -28 | -2% | -40% | -4% | -14%[10 µM] | 2% | -8% | -3% | -5%
- CC(C)N(CCn1c(=S)[nH]c2ccccc2c1=O)C(C)C
    2% | ? | -6 | -5% | 5% | 3% | -2% | 1% | 1% | -2% | -1%
- CCOC(=O)c1c(CC(C)C)csc1/N=C/C1C(=O)CCCC1=O
    -4% | 19% | -12 | 8% | 0% | -5% | 21% | 1% | -2% | -1% | 2%
- Cc1ccc(-c2nc3cccnc3s2)cc1NS(=O)(=O)c1ccc2c(c1)CCCC2
    -1% | -13% | 7 | -1% | -36% | -18% | -2% | 6% | -4% | 1% | 8%
- Cc1cc(C)n2nc(SCC(=O)N(CCC#N)c3ccccc3F)nc2n1
    0% | nt | -10 | nt | -4% | nt | nt | nt | 0% | 1% | 8%
- COc1c(F)c(F)c(C(=O)Nc2ccc(N3CCN(C(C)=O)CC3)c(Cl)c2)c(F)c1F
    -5% | 18% | -6 | 0% | -59% | -11% | -22% | -6% | 1% | -14% | -3%
- Cc1cc(C(C)(C)C)oc1C(=O)NCCCNC(=O)c1oc(C(C)(C)C)cc1C
    -2% | ? | -12 | -1% | -2% | -1% | -3% | -1% | -4% | 1% | 3%
- O=C(O)Cc1ccc(NC(=O)COc2ccc3ccccc3c2)cc1
    6% | -3% | -17 | -5% | 11% | 19µM* | -2% | nt | -4% | 9% | -7%
- CCN1CCN(C(=O)Cn2ncc3c2-c2ccccc2OC3)CC1
    8% | -6% | -8 | -1% | 10% | 2% | 2% | 7%[11.7 µM] | 0% | 0% | -3%
- Cn1c(=O)c(=O)n(C)c2cc(S(=O)(=O)N3CCCC3C(=O)NCc3ccco3)ccc21 (configuration not stated)
    -2% | 9% | -6 | 3% | 5% | -2% | -5% | nt | -2% | 2% | 7%
- Cc1csc(Nc2cccc3ccccc23)n1
    7% | ? | 8 | nt | 23% | ? | 1% | 3% | -1% | 0% | 10%
- O=C1C2C(c3ccccc3)C=CC(c3ccccc3)C2C(=O)N1CCCO (configuration not stated)
    -1% | 5% | -7 | -5% | -22% | 2% | 15% | -9% | 1% | -11% | -4%
- CCN(CC(=O)NCc1cccs1)C(=O)CCCOc1ccc(C(C)(C)C)cc1
    -5% | nt | 14 | nt | -27% | ? | nt | nt | 0% | -2% | 7%
- CCOC(=O)C(Cc1ccccc1)NC(=O)CNC(=O)CNC(=O)OCc1ccccc1 (configuration not stated)
    -2% | 5% | -11 | -1% | -16% | -1% | 7% | -3% | -3% | -1% | 7%
- Cc1ccc(NS(=O)(=O)c2cc3[nH]c(=O)c(=O)[nH]c3cc2C)c(C)c1
    -5% | 12% | -10 | ? | -2% | 1% | -6% | 12% | 4% | 3% | nt

# The last 3 entries of the section above open the next one.
# Value order: Rab9 prom act | RORgamma inh | Giardia killer | PKM2 act | BRCA1 expr up | FLuc modulator | VP16 counter | Menin-MLL TR inh | NPC1 prom act | ELG1 genotoxic | p53 reactivator
- CCN(CC(=O)NCc1cccs1)C(=O)CCCOc1ccc(C(C)(C)C)cc1
    -5% | nt | 14 | nt | -27% | ? | nt | nt | 0% | -2% | 7%
- CCOC(=O)C(Cc1ccccc1)NC(=O)CNC(=O)CNC(=O)OCc1ccccc1 (configuration not stated)
    -2% | 5% | -11 | -1% | -16% | -1% | 7% | -3% | -3% | -1% | 7%
- Cc1ccc(NS(=O)(=O)c2cc3[nH]c(=O)c(=O)[nH]c3cc2C)c(C)c1
    -5% | 12% | -10 | ? | -2% | 1% | -6% | 12% | 4% | 3% | nt
- Cc1ccc(-c2cc(C(=O)N/N=C/c3ccco3)[nH]n2)cc1
    15% | -35% | -16 | 1% | 20% | 21µM* | 1% | -25% | -1% | 9% | -13%
- Cc1cc([N+](=O)[O-])nn1CCCC(=O)Nc1sc2c(c1C(N)=O)CCC(C)C2 (configuration not stated)
    -14% | 7%[10 µM] | -13 | 0% | 3% | 3% | -17% | -3% | 1% | -6% | 0%
- C/C(=N\OCc1ccc(C#N)cc1)c1ccccc1
    3.2µM* | 18% | -21 | -1% | ? | 11µM* | 12% | -20% | ? | 18µM* | 8%
- CC(Sc1nnc2c(n1)C1(C)CCC2C1(C)C)C(=O)Nc1ccccc1 (configuration not stated)
    10% | -8% | -3 | -2% | -1% | 1% | -3% | nt | -2% | -3% | -2%
- O=C(O)c1ccc(CS(=O)(=O)c2ccc(Br)cc2)cc1
    -2% | -20% | 9 | 0% | 9% | -5% | -9% | -28% | 0% | 2% | -10%
- COc1ccc(-n2nc(C(=O)NCC(=O)N3CC(C)CC(C)C3)c3ccccc3c2=O)c(OC)c1 (configuration not stated)
    -1% | 31% | 10 | nt | 17% | ? | -5% | -26% | 1% | 0% | -4%
- Cn1c(C(=O)N2CCCC(C(=O)NCCN3CCOCC3)C2)cc2sccc21 (configuration not stated)
    0% | 6% | -13 | -9% | 6% | 1% | 0% | -11% | 0% | -1% | -2%
- COc1cc(-c2nc(C(F)(F)F)c(OC)o2)cc(OC)c1OC
    0% | 24% | 39[activator] | 0% | 7% | 4% | -1% | 14% | 1% | 1% | -2%
- Cc1onc(C(=O)NN)c1C(=O)Nc1ncc(C(F)(F)F)cc1Cl
    -8% | ? | -9 | -3% | -24% | -3% | -12% | -4% | 0% | -1% | 1%
- COc1ccc(NC(=O)CCCc2ccccc2)cc1OC
    4µM* | 11% | -8 | 2% | 11µM* | ? | -8% | -3% | 3.5µM* | 18µM* | ?
- CCCCN(C(=O)c1ccc(OC)c([N+](=O)[O-])c1)c1c(N)n(CCC)c(=O)[nH]c1=O
    -5% | -5% | 4 | 0% | -18% | 0% | 2% | 2% | -1% | -4% | 4%

# High-throughput results from PubChem BioAssay.
